Screening results deposited in PubChem by Broad Institute.
PglD inh = PglD (C. jejuni) enzyme inhibition; 0.098% of 360,000 active; inhibition, % at 12.5 µM; purified PglD enzyme, DTNB colorimetric CoA detection; AID 602405; in the data active = inhibition above about 16%, passing the limit was not always enough; also: strong numbers were not always called active
Statin myotox sup = suppressors of simvastatin-induced myotoxicity in C2C12 myotubes. 0.78% of 330,000 active. rescue of ATP level, % at 7.49 µM. ATP luminescence, 48 h; scaled: DMSO 0, geranylgeraniol control 100. AID 602340;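 active = mean ATP rescue above about 67%, or every replicate alone reaching that limit, limit read from the data, passing the limit was not always enough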;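 also: myotubes were challenged with 10 µM simvastatin during compound exposure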
F508del corr = CFTR F508del correction in bronchial cells; AID 720511; activity (quench increase), % at 7.58 µM; 0.36% of 350,000 active; CFBE cells, YFP halide quenching; stimulated with forskolin plus potentiator P3; % fluorescence drop versus neutral controls;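 active = mean added fluorescence quench of at least 8% versus neutral control, with both replicates also reaching 8%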;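 also: cells transiently co-express mutant CFTR-F508del with the halide-sensitive YFP; corrector assay measuring rescue of mutant channel to the surface after 24 h compound exposure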
Cneo AK release = Cryptococcus neoformans lysis via adenylate kinase release; C. neoformans lysis, adenylate kinase release luminescence, 4 h; normalised: neutral wells 0, clomiphene wells 100; lysis activity, % at 15 µM; 0.2% of 360,000 active; AID 651654;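 active = mean lysis activity across replicates of at least 80%, whatever share of replicates individually reach that level; inactive = mean lysis activity below 80%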
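Test system: log-phase Cryptococcus neoformans yeast cells; Quantity: yeast cell density of 5 × 10^6 cells/mL; Buffer or medium: YPD; Doses: single compound concentration per well; Timing: 4 h at 37 °C static, read 1 h later; Measured by: AK luminescence; Read-out basis: lysis from increased AK signal; Control set: Clomiphene as positive control.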
FN deposit inh = fibronectin deposition inhibition. AID 743247. inhibition, % at 12.6 µM. 0.086% of 350,000 active. AH1F fibroblasts, Alexa488-fibronectin deposition fluorescence, overnight;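 active = mean inhibition across replicates of 30% or more, regardless of how many single replicates reach that level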;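 also: positive control wells lacked labelled fibronectin entirely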
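Material – AH1F fibroblast monolayer, labelled fibronectin deposition · Reagent – labelled fibronectin 24 nM · Timing – 1 h adhesion, overnight exposure · Measured by – fluorescence at 485 nm excitation, 525 nm emission · Read-out – inhibition of fibronectin deposition signal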
INS-1E GSIS act = primary screen for activators of insulin secretion dependent on glucose, INS-1E cells, GLuc reporter luminescence; INS-1E GLuc reporter insulin secretion, 2-3 h; activation, % at 16.6 µM; 0.61% of 370,000 active;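 active = lowest replicate activation of at least 40%, so every replicate reaches that level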;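 also: 0% = median of neutral control wells and 100% = median of IBMX positive control wells; some compounds called inactive have numbers as strong as hits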
PGC1a acetyl inh = PGC1a acetylation modulation, inhibitor mode. U2OS PGC1a acetylation, AlphaScreen anti-acetyl-lysine; with virally co-expressed GCN5 acetyltransferase. inhibition, % at 15.6 µM. 0.17% of 350,000 active;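 active = every replicate shows inhibition of at least 40%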;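 also: 0% = neutral control wells and 100% = positive control wells; some results beyond the cut were filed as inactive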
miR-122 sensor = blocks miR-122 activity in Huh7 sensor cells; Huh7 miR-122 Renilla luciferase sensor, 48 h; neutral wells = 0, positive control = 100; activation (reporter increase), % at 12.5 µM; 0.3% of 340,000 active;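 active = mean replicate activation score at least 90 and every replicate individually at or above 90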;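 also: higher luciferase means less miR-122 activity so hits act as miR-122 inhibitors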
* hit, by the source's call; nt = not tested or not shown; [ ] = dose if it differs, or a comment.

Keys – A = PglD inh; B = Statin myotox sup; C = F508del corr; D = Cneo AK release; E = FN deposit inh; F = INS-1E GSIS act; G = PGC1a acetyl inh; H = miR-122 sensor
COc1ccc(CNC(=O)COC(=O)c2cc(C)oc2C)cc1
  A: 0	B: 6	C: -1.9	D: -1	E: -1	F: 8	G: -8	H: -3
OC1c2cc(Cl)ccc2-c2c(Cl)cc(Cl)cc21 (stereo unspecified)
  A: -4	B: -7	C: -0.1	D: 2	E: 13	F: 19	G: -10	H: nt
O=C(NC1=NCCS1)C1CC2CCC1C2 (stereo unspecified)
  A: 0	B: -1	C: nt	D: -2	E: -5	F: nt	G: -12	H: -2
O=C(N/N=C/c1ccc(Cl)s1)c1ccccc1[N+](=O)[O-]
  A: 11	B: 1	C: 0.2	D: 1	E: -3	F: 8	G: nt	H: 1
CC1CCCN(C(=O)CSCC(=O)Nc2nc(-c3cccs3)cs2)C1 (stereo unspecified)
  A: 2	B: -11	C: 0.2	D: 1	E: -7	F: nt	G: -6	H: -5
CN(C)CC(=O)N1[C@H](C#N)[C@H](c2ccc(-c3ccccc3F)cc2)[C@@H]1CO
  A: 0	B: -15	C: 1.5	D: -3	E: 0	F: 5	G: -2	H: nt
Cc1ccc(S(=O)(=O)N2CCOCC2)cc1NC(=O)COC(=O)CSc1ccc(Br)cc1C
  A: 0	B: 4	C: nt	D: 1	E: -3	F: nt	G: nt	H: -1
O=C(O)c1ccccc1C(=O)Nc1nc(-c2ccc3ccccc3c2)cs1
  A: 3	B: 1	C: -3.6	D: -2	E: 0	F: -21	G: -7	H: -2
O=S(=O)(Nc1ccc(-n2cnnn2)cc1)c1cccc(F)c1
  A: -1	B: 4	C: 2.4	D: 1	E: -1	F: 6	G: nt	H: 9
Cc1c(N(C)C)c(=O)n(-c2ccccc2)n1C
  A: -4	B: -18	C: -0.1	D: 3	E: nt	F: -6	G: -30	H: -4

Complete entries, looked up by structure. Order of values: PglD inh, Statin myotox sup, F508del corr, Cneo AK release, FN deposit inh, INS-1E GSIS act, PGC1a acetyl inh, miR-122 sensor
Results for `OC1c2cc(Cl)ccc2-c2c(Cl)cc(Cl)cc21` (stereo unspecified) → -4, -7, -0.1, 2, 13, 19, -10, nt
Results for `CC1CCCN(C(=O)CSCC(=O)Nc2nc(-c3cccs3)cs2)C1` (stereo unspecified) → 2, -11, 0.2, 1, -7, nt, -6, -5
Results for `Cc1ccc(S(=O)(=O)N2CCOCC2)cc1NC(=O)COC(=O)CSc1ccc(Br)cc1C` → 0, 4, nt, 1, -3, nt, nt, -1

Following part:
Keys – A = PglD inh; B = Statin myotox sup; C = F508del corr; D = Cneo AK release; E = FN deposit inh; F = INS-1E GSIS act; G = PGC1a acetyl inh; H = miR-122 sensor
Cc1ncc([N+](=O)[O-])n1CC(=O)NC1CCCCC1
  A: -9	B: nt	C: nt	D: 1	E: 5	F: -5	G: 6	H: -5
Nc1nnc(SCC(=O)N2CCN(Cc3ccccc3)CC2)s1
  A: 0	B: 4	C: nt	D: 1	E: -8	F: 64	G: 0	H: 2
Cc1ccc(-c2nc(NCc3cccnc3)c3ccccc3n2)cc1
  A: -2	B: 6	C: nt	D: 7	E: nt	F: 0	G: 1	H: 2
CCC(C)NS(=O)(=O)c1ccc(NC(=O)CNCc2cccs2)cc1 (stereo unspecified)
  A: 2	B: 12	C: 0.5	D: 1	E: -2	F: 1	G: nt	H: nt
COc1cc(/C=C2\SC(=O)NC2=O)ccc1OCC(=O)N1CCOCC1
  A: -1	B: -6	C: 0.2	D: 3	E: -4	F: -43	G: -7	H: -5
CCN1CCCC1CNC(=O)c1cc(S(=O)(=O)N(C)C)ccc1Cl (stereo unspecified)
  A: -1	B: 7	C: 2.8	D: -4	E: -15	F: 7	G: nt	H: nt
Oc1[nH]c2ccc(Br)cc2c1N=NC(=S)N1CCOCC1
  A: -1	B: nt	C: -14	D: 1	E: 31*	F: -1	G: 39	H: -21
O=C(C[C@H]1C=C[C@@H](NC(=O)c2cccc(F)c2)[C@H](CO)O1)NCc1ccc(Oc2ccccc2)cc1
  A: 5	B: 5	C: 1.6	D: 4	E: nt	F: 9	G: 4	H: nt
O=C(NCc1cccnc1)C1CC(=O)N(c2ccc(F)cc2)C1 (stereo unspecified)
  A: -6	B: 5	C: nt	D: -2	E: nt	F: -4	G: nt	H: nt
CC(C)NC(=O)Nc1ccc2c(c1)C(=O)N([C@@H](C)CO)C[C@@H](C)[C@@H](CN(C)C)OCCCC[C@H](C)O2
  A: 0	B: nt	C: -1.3	D: 0	E: -4	F: 21	G: 3	H: 2[16.7 µM]
CCN(CC)S(=O)(=O)c1ccc(N2CCOCC2)c(NC(=O)C2CCCO2)c1 (stereo unspecified)
  A: -2	B: -29	C: 2.5	D: 11	E: -11	F: 5	G: -1	H: 1
Cc1ccc(S(=O)(=O)N[C@H]2C=C[C@@H](CC(=O)NCCc3ccncc3)O[C@H]2CO)cc1
  A: -1	B: -2	C: 3.0	D: 3	E: nt	F: 16	G: -4	H: nt
C[C@H](O)C#Cc1ccc([C@@H]2[C@H]3CN(C(=O)c4ccncc4)CCCCN3[C@H]2CO)cc1
  A: 11	B: 32	C: -1.8	D: 1	E: nt	F: 9	G: 1	H: 4[16.7 µM]
CSc1sc(C(=O)N2CCc3ccccc32)cc1S(=O)(=O)C(C)C
  A: 2	B: nt	C: 1.7	D: 2	E: -1	F: 14	G: -6	H: nt
Cc1ccc(N/N=C/c2c(O)cc(C)oc2=O)cc1
  A: 5	B: 15	C: nt	D: 2	E: nt	F: -5	G: 3	H: 6
Fc1ccc(-c2nn3c(C4COc5ccccc5O4)nnc3s2)cc1 (stereo unspecified)
  A: -4	B: 30	C: nt	D: 1	E: nt	F: nt	G: -55	H: -4
COc1ccc(CC(=O)N2CCOCC2)cc1
  A: 0	B: 4	C: nt	D: 6	E: nt	F: nt	G: -3	H: 4
COc1ccccc1C(CNC(=O)CNC(=O)c1ccc(Cl)c(Cl)c1)N1CCCC1 (stereo unspecified)
  A: 4	B: -19	C: 0.8	D: 1	E: 2	F: 9	G: -4	H: -12
CC(C)(C)c1ccc(NC(=O)COC(=O)c2ccc3ncsc3c2)cc1
  A: 0	B: 6	C: -1.5	D: 0	E: -26	F: nt	G: 8	H: 7
Cc1ccc(C)c(N(C(=O)c2csnn2)C(C(=O)NC2CCCCC2)c2ccccn2)c1 (stereo unspecified)
  A: 5	B: 16	C: -0.7	D: 1	E: -1	F: 8	G: -1	H: -8
CCN1CCN(c2nn3c(=O)c4ccccc4nc3c3ccccc23)CC1
  A: 6	B: 23	C: nt	D: 2	E: nt	F: nt	G: -22	H: -2
C[C@@H]1CN([C@H](C)CO)C(=O)c2cccc(NC(=O)Nc3ccc4c(c3)OCO4)c2O[C@@H]1CN(C)Cc1ccc2c(c1)OCO2
  A: -1	B: -21	C: 4.6	D: -1	E: nt	F: -6	G: -14	H: 1[16.7 µM]
COc1ccc(N2CCN(C(=O)CCc3nnc4ccc(N5CCOCC5)nn34)CC2)cc1
  A: 2	B: -10	C: 1.3	D: -1	E: -6	F: nt	G: 3	H: 1
COCCSc1ccccc1C(=O)Nc1cc(C)ccn1
  A: 1	B: 0	C: -0.8	D: 2	E: -3	F: 5	G: nt	H: 4
CN(Cc1ccccc1F)C(=O)CN1c2cccc3cccc(c23)S1(=O)=O
  A: -1	B: 8	C: 3.1	D: -1	E: 0	F: 0	G: 6	H: -11
Cc1cc(NC(=O)CCC(=O)N(CC(=O)NC2CCCC2)c2cccc(C)c2C)no1
  A: -2	B: nt	C: nt	D: 1	E: nt	F: nt	G: 11	H: -2
COc1ccccc1CN(C)C[C@@H]1OCc2ccccc2-c2c(n(C)c3ccccc23)C(=O)N([C@H](C)CO)C[C@@H]1C
  A: nt	B: nt	C: -1.6	D: nt	E: 8	F: 12	G: 3	H: nt
COc1ccccc1-c1ccc2c(c1)[C@H]1[C@H](CCN1S(=O)(=O)c1ccccc1OC)[C@@H](CO)N2
  A: -3	B: -8	C: 3.0	D: -6	E: -36	F: 4	G: -9	H: 18[16.7 µM]
COc1ccc(N=Nc2ccc(CO)cc2)cc1
  A: 45*	B: nt	C: -0.8	D: -2	E: -20	F: 1	G: 3	H: nt
Brc1ccc(/C=N/Nc2nc3ccccc3o2)cc1
  A: -5	B: -17	C: -4.0	D: 67	E: -2	F: -26	G: -3	H: nt
CCCN(CC(=O)Nc1ccccc1OC)C(=O)c1ccc(COc2ccccc2)o1
  A: nt	B: -2	C: -0.8	D: nt	E: -6	F: -12	G: -6	H: nt
CCOc1ccc(-c2nnc(-c3cccs3)o2)cc1
  A: 27*	B: 2	C: nt	D: -3	E: -5	F: nt	G: -25	H: -4
CCC1Sc2ccccc2N(CC(=O)NCCC(C)C)C1=O (stereo unspecified)
  A: 5	B: 13	C: 2.4	D: 0	E: nt	F: -10	G: -5	H: -1
O=C(NCc1cccnc1)C1Cc2c(-c3ccc(Cl)cc3)ccnc2O1 (stereo unspecified)
  A: -4	B: -17	C: 0.7	D: 0	E: 3	F: -4	G: nt	H: -4
C[C@H](CO)N1C[C@H](C)[C@@H](CN(C)S(=O)(=O)c2ccc(F)cc2)Oc2ccc(NC(=O)CCCN(C)C)cc2C1=O
  A: 2	B: -22	C: 0.4	D: 0	E: nt	F: -10	G: 3	H: 3[16.7 µM]
C[C@H]1CCCCO[C@@H](CN(C)S(=O)(=O)c2cccs2)[C@@H](C)CN([C@@H](C)CO)C(=O)c2cc(NC(=O)Nc3ccc(F)cc3)ccc2O1
  A: -2	B: -42	C: -4.6	D: 1	E: nt	F: -6	G: -10	H: -6[16.7 µM]
OCCCNCc1cccc2ccccc12
  A: 4	B: -5	C: nt	D: 4	E: nt	F: nt	G: 46	H: -4
CC(=O)N1N=C(c2cccs2)CC1c1ccco1 (stereo unspecified)
  A: nt	B: nt	C: 1.6	D: nt	E: -4	F: 9	G: -4	H: -1
Cn1c(SCC(=O)c2ccc3c(c2)OCO3)nnc1C1COc2ccccc2O1 (stereo unspecified)
  A: 0	B: -7	C: nt	D: -1	E: 5	F: nt	G: 11	H: 0
c1ccc(N2CCN(c3ccccc3)C2c2cccnc2)cc1
  A: -1	B: nt	C: nt	D: 0	E: nt	F: nt	G: -5	H: -3

Some values from the entries so far:
Statin myotox sup, C[C@H]1CCCCO[C@@H](CN(C)S(=O)(=O)c2cccs2)[C@@H](C)CN([C@@H](C)CO)C(=O)c2cc(NC(=O)Nc3ccc(F)cc3)ccc2O1 stands at -42
PGC1a acetyl inh, OCCCNCc1cccc2ccccc12 stands at 46

Other compounds
Keys – A = PglD inh; B = Statin myotox sup; C = F508del corr; D = Cneo AK release; E = FN deposit inh; F = INS-1E GSIS act; G = PGC1a acetyl inh; H = miR-122 sensor
COc1ccc(NC(=O)C2Cc3c(-c4ccc(NC(C)=O)cc4)ccnc3O2)cn1 (stereo unspecified)
  A: 1	B: 8	C: 2.1	D: 2	E: 3	F: 0	G: -26	H: 5
CCOC(=O)c1c(NC(=O)CC2Nc3ccccc3NC2=O)sc(C)c1C (stereo unspecified)
  A: 4	B: nt	C: nt	D: 2	E: 1	F: 2	G: -6	H: 2
O=C(CNS(=O)(=O)c1ccccc1)N/N=C\c1ccc(Cl)cc1
  A: 6	B: 18	C: nt	D: -2	E: -2	F: 8	G: -6	H: 0
CN(C)CC(=O)N[C@@H]1CC[C@H](CCNC(=O)C2CCC2)O[C@@H]1CO
  A: 5	B: 3	C: 0.2	D: 0	E: -1	F: 20	G: 7	H: nt
CO[C@H]1CN(C)C(=O)c2ccc(NC(=O)c3nc4ccccc4s3)cc2OC[C@@H](C)N(Cc2ccncc2)C[C@H]1C
  A: -2	B: -3	C: 2.9	D: -1	E: 1	F: -24	G: -5	H: nt
O=C1CCN(Cc2ccccc2)C(=O)N1
  A: -7	B: -8	C: -0.1	D: 0	E: -22	F: 30	G: 0	H: nt
